Compound activity as filed in PubChem BioAssay.
Pf Dd2 growth – qHTS Primary assay for Inhibitors of Plasmodium falciparum Dd2 growth in vitro. P. falciparum Dd2 growth, SYBR Green, 72 h. Potency, µM (doses to about 28.9 µM), for the others: top-dose activity, negative = inhibition, usual class: inhibitors. 120,000 compounds, 4.3% hits; active = well fitted inhibition curve with a large enough effect; inconclusive = small, poorly fitted or top-dose-only effect; inactive = no such curve, though single readings can be large or run the other way;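 also: plate controls were DMSO vehicle for no effect and reference drug for full effect; nearly all actives have a fitted effect of over 65% in size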
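Infected erythrocytes (Dd2, 0.3% parasitemia, 2.5% hematocrit final) are added to compound in RPMI-1640/Albumax II medium, grown 72 h at 37C in low oxygen, then lysed with saponin/Triton-X containing SYBR Green and read by fluorescence.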
Active calls of the source: *; i = inactive; ? = inconclusive; [ ] = another dose, or the depositor's remark. Potency is read from the fitted curve at half-maximal effect. An excerpt; the hit share may differ from the screen's.

structure	Pf Dd2 growth
CN(CC1CCOC1)S(=O)(=O)c1ccc(Cl)cc1 (stereo not given)	2.0%[5.79 µM]
CC(Sc1oc(-c2ccco2)nc1S(=O)(=O)c1ccc(Br)cc1)c1ccccc1 (stereo not given)	-14.2%
CC(NC(=O)c1csc(N2CCN(c3ccccc3F)CC2)n1)c1ccccc1 (stereo not given)	?
Cc1nonc1CC(=O)N[C@@H]1COCC[C@@H]1OCc1cscn1	-3.1%
COc1cccc(CN2CCc3nc(C)nc(-c4ccc(O)cc4)c3C2)c1	?
Cc1ccsc1CN1CCC[C@H]1C(=O)N1CCCCCCNC(=O)CC1	i
CCNC(=O)N1CCC2(CC1)c1nccn1-c1ccccc1CN2CC(C)C	i[5.79 µM]
CCOc1ccc(NC(=O)Cn2cc(C(=O)c3ccc(CC)cc3)c(=O)c3cc4c(cc32)OCO4)cc1	-22.2%
CNC(=O)C1CN(c2cccc(OC)c2)C(=O)N1 (stereo not given)	-10.2%[44.1 µM]
CCN1C(=O)C2CC3(CCN(S(=O)(=O)c4cnn(CC)c4)CC3)CN2C1=O (stereo not given)	-8.3%
CCC(=O)N1CC(C(=O)N2CCCCC2)[C@H](c2ccncc2)C1 (stereo not given in full)	24.0%
Cc1cc(C)cc(NC(=O)CCCn2nc(C)c3c(C)n(-c4ccccc4)nc3c2=O)c1	24.6%
Cc1nc(C)c(C(=O)N2[C@@H]3CC[C@H]2CC(NC(=O)c2ccncc2)C3)s1 (stereo not given in full)	i
CCC(Sc1nc2n[nH]c(C)c2c(=N)n1-c1ccccc1Cl)C(=O)N(CC)CC (stereo not given)	?
CC[C@H]1CN(C(=O)C(C)(C)C)CC[C@H]1CC(=O)N1CCC(C(=O)OC)CC1	-4.9%[44.1 µM]
Cc1ccc(C)c(NC(=O)N2CCCC2c2nncn2-c2ccccc2)c1 (stereo not given)	0.9%
CC1(C)[C@H](Cc2cc(CCO)on2)C[C@@H]1NC(=O)C1CCC1	6.5%[44.1 µM]
CC(=O)c1ccc(NC(=O)C2CCN(S(=O)(=O)c3ccc4[nH]c5c(c4c3)CCCCC5)CC2)cc1	?
Cc1noc(C)c1S(=O)(=O)N1CCC(N2CC(OCC3CC3)C23CCCCC3)CC1 (stereo not given)	-12.8%
C=CCNC(=O)[C@@H]1Cc2cn(CC3CC3)c3cccc(c23)[C@H](CC(C)C)N1	?
CC(C)c1noc([C@@H]2Cc3nc[nH]c3CN2Cc2ccc(F)cc2)n1	?
CCCOc1ccc(Nc2nc(SC)ncc2C(=O)OCC)cc1	?
COc1ccc(-c2cc(-c3ccccc3)nc(SCC(=O)CC(=O)OC(C)C)c2C#N)cc1	?
COc1ccc(-c2nc3c4ccccc4n(CC(=O)Nc4ccc(C(C)=O)cc4)c(=O)n3n2)cc1	58.8%[activator]
O=C(Cc1c[nH]c2ccccc12)NC1CCCc2c1[nH]c1ccc(F)cc21 (stereo not given)	12.6µM*
COc1ccc(N2CC(NC(=O)COc3cccc(C)c3)CC2=O)cc1OC (stereo not given)	5.8%
c1cncc(Cc2noc(C3CN(Cc4ccsc4)C3)n2)c1	?
COCCOc1ccc2c(n1)CCN(C(=O)Nc1ccccc1C)C2	-10.7%
CCCn1ccc2c(OCC(=O)Nc3ccccc3C(=O)OCC)cccc2c1=O	?
CCN(CC)CCCNC(=O)Cn1c(-c2cccs2)cc2cc(Cl)ccc21	11.2µM*
Cn1nccc1C(=O)N1CCC2(CC1)CC(N(C(=O)c1ccccc1)C1CC1)CCO2 (stereo not given)	i
CCOC(=O)c1ccc(NC(=O)CCc2c(C)nc3c(c(C)nn3C)c2C)cc1	?
COc1ccc(C(=O)N[C@@H]2CCC[C@@H]2C(=O)NCCc2ccccn2)cn1	i
O=c1oc2ccc3ccccc3c2cc1-c1nnc(Nc2ccc(F)cc2)s1	24.4%
CCOC(=O)c1ccc(NC(=O)c2ccc3c(c2)N(CC)C2CCCCN2C3=O)cc1 (stereo not given)	-8.4%
CCc1nc(Nc2ccc(F)c(Cl)c2)c2c3c(sc2n1)CCCC3	?
CN1C[C@H]2CN(C(=O)c3cccnc3)CCN2C1=O	-1.9%[44.1 µM]
CC1(C(=O)O)CCN(S(=O)(=O)c2ccsc2)CC1	5.8%[44.1 µM]
O=S(=O)(c1ccccc1Cl)N1CCCC1c1nncn1C1CCCC1 (stereo not given)	-24.7%
COc1ccc(-c2nc(-c3c(C)noc3C)cc3cc(C(C)C)oc23)cn1	8.91µM*
COCCC(=O)N1CCC(N2C(=O)C(OC)C23CCOCC3)CC1 (stereo not given)	?
COc1cc(C(=O)Nc2sc3c(c2C#N)CCCC3)c(Br)c(OC)c1OC	2.0%
COc1ccc(CN2CCOc3nc(-c4cccc(C(F)(F)F)c4)ncc3C2=O)cc1	?
COc1ccc2c(c1)C1(CCN(S(=O)(=O)c3ccc(C)cc3)C1)C(=O)N2C (stereo not given)	-15.7%
Cc1ccc(CNC(=O)c2ccc(-n3c(C)cc4c3CCCC4)cc2)cc1	?
CSc1ccc(CNC(=O)CCn2c(=O)c3cccn3c3ccc(F)cc32)cc1	?
c1cncc(-c2nnc3n2CCN(Cc2ccsc2)C3)c1	-17.7%[44.1 µM]
CC1(C)O[C@H]2[C@@H](O1)[C@@H](C(=O)Nc1ccccc1C(F)(F)F)O[C@@H]1OC(C)(C)O[C@@H]12	?
CC1(C(=O)NCc2ccncc2)CN(Cc2ccccc2)Cc2ccc(N3CCOCC3)nc21 (stereo not given)	-19.4%
COc1ccc(NC(=O)CCS(=O)(=O)c2ccc3c(c2)oc(=O)n3C)cc1OC	8.6%

The list goes on:
structure	Pf Dd2 growth
CCCCN(CCCC)C(=O)c1c[nH]c2ccc(S(=O)(=O)Nc3cccc(Cl)c3C)cc2c1=O	13.8%
CCn1cnnc1CC1CCN(C(=O)c2cc(-c3ccc(F)cc3)nc3ccccc23)CC1	i
COC1CCC12CCN(C(=O)NC1CCCCC1)CC2 (stereo not given)	-14.1%
O=C(NCc1ccc(Cl)nc1)c1ccn2nccc2c1	i
CC(=O)NC[C@H]1CCN(Cc2cccc(Cl)c2)C[C@H]1N(C)C	?
CC(C)NC(=O)c1ccccc1OCC1CCCN(Cc2ccc(Br)o2)C1 (stereo not given)	?
COc1ccc(Nc2ncc(C(=O)N3CCN(c4ccc(F)cc4)CC3)c3ccccc23)cc1	i
CCOC(=O)c1ccc(NC(=O)c2cccn(Cc3ccccc3F)c2=O)cc1	-17.7%
Nc1ncccc1CN1CCCC12CCN(c1ccc(C(F)(F)F)cn1)CC2	?
Cc1ccccc1-c1nc(CS(=O)(=O)CC(=O)NCCCc2ccccc2)c(C)o1	30.5%[activator]
Cc1ccsc1C(=O)NCc1nnc2ccc(-c3ccc(Cl)cc3)nn12	?
CN(C)CCCC(=O)NC[C@@H]1CC[C@H]2C[C@@H]1C2(C)C	10µM*
O=C(c1ccc(C2CCCNC2)cc1)N1CCC(N2CCCC2)CC1 (stereo not given)	17.6%
COC(=O)CN1C(=O)C(C)(C)c2cc(S(=O)(=O)NCc3ccc(Cl)cc3)ccc21	0.5%
COc1ccc(-c2cc(C[C@@H]3CC[C@H](O)[C@@H](CN(Cc4cccc(OC)c4)Cc4cccc(OC)c4)O3)no2)cc1	?
O=C(NCc1ccc(Cl)nc1)c1ccn2cncc2c1	-21.2%[44.1 µM]
O=C(NCC[C@@H]1C[C@@H]2C=C[C@H]1C2)c1cn(Cc2ccccc2Cl)nn1	-7.1%
Cc1ccc2c(n1)N(C)[C@H](CO)CCN(Cc1ccco1)C2	?
Cc1ccccc1Nc1ncnc2c1cnn2C	6.2%
C[S+](=O)([O-])Nc1cccc(-c2cc3c(ccn3Cc3ccncc3)c(N3CCOCC3)n2)c1	-13.7%

Sorted by length of the SMILES (rising): some entries from above.
structure	Pf Dd2 growth
Cc1ccccc1Nc1ncnc2c1cnn2C	6.2%
CN(C)CCCC(=O)NC[C@@H]1CC[C@H]2C[C@@H]1C2(C)C	10µM*
COc1ccc(-c2cc(C[C@@H]3CC[C@H](O)[C@@H](CN(Cc4cccc(OC)c4)Cc4cccc(OC)c4)O3)no2)cc1	?

(more compounds)
structure	Pf Dd2 growth
CCOC(=O)c1ccc(NC(=O)CC2Nc3cc(C)c(C)cc3NC2=O)cc1 (stereo not given)	3.98µM*
Cc1ccc(C)c(NC(=O)CCc2nc3cccnc3n2Cc2cccs2)c1	?
Cc1nc2nncn2c(Nc2ccccc2)c1C	31.6%[activator]
COCCN1CC(CO)C2(CCN(C(=O)Cc3cccc(F)c3)CC2)C1 (stereo not given)	4.3%
CN1C(=O)C(c2ccccc2)CC12CCN(C(=O)c1ccoc1)CC2 (stereo not given)	-13.6%
COc1ccc(-c2ccnc3nc(C4CCC4)nn23)cc1OC	?
c1ccc(CNc2ncc(CN3CCC4(CCNCC4)CC3)cn2)cc1	2.5%
Cc1c(C(=O)Nc2ccccc2F)sc2nc3n(c(=O)c12)CCC3	459.5%[activator][5.79 µM]
CC1(CCC(=O)N2CCC(Oc3ccccc3F)(C(=O)O)CC2)CC1	2.3%
COc1ccccc1C(=O)N1CCC(OC2CCN(C)CC2)CC1	-5.1%
Cc1ccc([N+](=O)[O-])cc1S(=O)(=O)N1CCn2cccc2C1c1ccccc1 (stereo not given)	?
CC(C)OCCCNC(=O)CCCn1c(SCC(N)=O)nc2c(sc3ccccc32)c1=O	-21.0%
COc1ccc(CN2CCOc3nc(-c4cc5ccccc5o4)ncc3C2=O)cc1	?
c1ccc(CCc2nnc3n2CCNCC3)cc1	-22.8%
CC(C)c1nncn1C1CCN(S(=O)(=O)Cc2cccc(Cl)c2)CC1	-22.7%
COc1ccc(C2=NN(S(C)(=O)=O)C(c3cn(-c4ccccc4)nc3-c3cccs3)C2)cc1 (stereo not given)	?
O=c1[nH]c(C2CCCN(Cc3cccc4ccccc34)C2)nn1-c1ccc(Cl)cc1 (stereo not given)	11.0%
Cc1ccc(NC(=O)Cn2c(=O)oc3ccccc32)cc1C	7.7%
Cc1cccc(=O)n1CCC(=O)N1CCCCC(N)C1 (stereo not given)	1.5%
CCC(=O)N1C[C@@H]2CCCN3CCC[C@@H]([C@H]23)[C@H]1CCCC(=O)NC	-7.4%
Cn1cccc1CN1CCC2(CC1)C(=NC1CCCCC1)NC(=O)N2c1cccnc1	53.5%[activator]
Cn1c(=O)c2ccnn2c2ccc(C(=O)Nc3ccc(N4CCOCC4)cc3)cc21	i
CCC(=O)C(=O)N1CCC2(CCCN(Cc3ccc(C(C)C)cc3)C2=O)C1 (stereo not given)	?
Fc1ccc2c(c1)nc1n2[C@@H](CNC2CCC2)COC1	-16.3%[44.1 µM]
COc1cccc(CN2CC(Oc3ccccc3C(=O)NC3CC3)C2)n1	3.98µM*
O=C([C@@H]1C[C@H](Oc2ccccc2)CN1C(=O)c1cccs1)N1CCOCC1	12.9%
CC(C)CCNC(=O)N1CCC(OC2CCN(S(C)(=O)=O)CC2)CC1	i
Cc1cccc(NC(=O)Nc2ccc(C)n(CC(=O)NC(C)C)c2=O)c1	-23.3%
CC(=O)N1CCC(C(=O)N2CCN3C(=O)CNC(=O)[C@H]3C2)CC1	-21.0%[44.1 µM]
CCCS(=O)(=O)Nc1ccc2n(c1=O)C[C@H]1C[C@@H]2CN(C(=O)c2ccc(-c3ccccc3)cc2)C1	-3.2%

The last five compounds of the section before lead into the next:
structure	Pf Dd2 growth
O=C([C@@H]1C[C@H](Oc2ccccc2)CN1C(=O)c1cccs1)N1CCOCC1	12.9%
CC(C)CCNC(=O)N1CCC(OC2CCN(S(C)(=O)=O)CC2)CC1	i
Cc1cccc(NC(=O)Nc2ccc(C)n(CC(=O)NC(C)C)c2=O)c1	-23.3%
CC(=O)N1CCC(C(=O)N2CCN3C(=O)CNC(=O)[C@H]3C2)CC1	-21.0%[44.1 µM]
CCCS(=O)(=O)Nc1ccc2n(c1=O)C[C@H]1C[C@@H]2CN(C(=O)c2ccc(-c3ccccc3)cc2)C1	-3.2%
CC(C)CCN1CC2ON=C(C(=O)O)C2C1 (stereo not given)	10.2%[44.1 µM]
CCc1ccccc1Nc1cc(C(=O)NC(C)c2ccccc2)c2ccccc2n1 (stereo not given)	?
CCC(=O)N1CCN(c2nc3c(s2)CC(C(=O)NCc2ccc(F)cc2)CC3)CC1 (stereo not given)	-29.3%
CCn1nccc1C(=O)N1CCC(c2nc(C3CCOCC3)no2)CC1	15.0%
COc1ccccc1-n1nc(-c2c(C)nc3scc(CC(=O)NCc4ccco4)n3c2=O)cc1C	i
COc1cc(SC)ccc1C(=O)N[C@H]1C[C@@](O)(C(=O)N[C@H]2CCCNC2=O)C[C@@H](O)[C@@H]1O	-2.8%
Cc1ccc(Oc2c(C(F)(F)F)oc3c(CN4CCCCC4C)c(O)ccc3c2=O)cc1 (stereo not given)	-29.5%
O=C(C1CCOCC1)N1CCc2nc(OCC3CC3)ccc2C1	-27.1%
CCC(CC)C(=O)Nc1cc(-c2ccccc2F)nn1-c1ccccc1	-15.5%
CCn1c(C2CCCNC2)nn(Cc2csc(-c3ccccc3)n2)c1=O (stereo not given)	?
Cc1cccc(CNC(=O)CN2C(=O)C3CCCCN3c3ccc(C(=O)N4CCCC4)cc32)c1 (stereo not given)	?
COc1cccc(CC2(CO)CCCN(c3ccc(-c4nccn4C)nn3)C2)c1 (stereo not given)	8.91µM*
O=C(CC1CCCC1)NC1CCN(c2cnn(Cc3ccccc3)c(=O)c2)CC1	i
